Assay outcomes from PubChem.
p97 ATPase inh: human p97 ATPase inhibition | P55072 | recombinant p97 ATPase, Kinase-Glo ATP luminescence, 3 h | inhibition, % at 8 µM | 0.42% of 220,000 active; in the data active = inhibition above about 15%;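 note: 0% = DMSO vehicle and 100% = wells lacking enzyme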
FXIIa inh 1536: inhibitors of human coagulation factor XIIa; P00748; purified FXIIa, Boc-QGR-AMC fluorogenic substrate, 2 h; inhibition, % at 5 µM; 0.3% of 220,000 active; AID 800; in the data active = inhibition above about 40%;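 note: 0% = enzyme with no compound and 100% = blank without enzyme; many of its hits are not listed in these tables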
KLK5 inh: inhibitors of human kallikrein 5; recombinant hK5, fluorogenic AMC substrate cleavage; inhibition, % at 5 µM; 0.59% of 210,000 active; AID 873;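 active = inhibition of 40% or more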;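 note: 0% = enzyme controls without compound and 100% = no-enzyme blanks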
PERK inh: human PERK inhibition, primary cell-based screen; CHO PERK-DD fusion, SEAP luminescence translation reporter; inhibition, % at 5.6 µM; Q9NZJ5; 0.17% of 220,000 active;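 active = inhibition above the mean inhibition of all tested compounds plus 3 SD, set separately per screening campaign, cut at about 2.9% in these data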;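 note: PERK kinase domain activated by AP20187 dimerizer at 100 nM; 0% = DMSO with dimerizer and 100% = rapamycin at 8.4 µM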
Furin inhibitor: blocks human furin protease activity | inhibition, % at 30 µM | AID 463115 | purified furin, fluorogenic substrate cleavage | P09958 | 0.061% of 220,000 active; in the data active = inhibition above about 25%; note: inactives centre near -15
Wee1 stabilizer: blocks degradation of human Wee1 kinase | 1.2% of 220,000 active | HeLa Luc-Wee1K328M stability, luciferase luminescence; 100% = proteasome inhibitor MG132 effect | P30291 | reporter increase, % at 5 µM;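 active = activation above the mean of all tested compounds plus 3 SD, set per screening run, cut at about 8.8% in these data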;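 note: cells exposed to compound for 20 h before luminescence read; 0% = DMSO alone and 100% = MG132 at 30 µM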
thrombin 1536: thrombin (human) inhibition | 0.26% of 220,000 active | inhibition, % at 5 µM | alpha-thrombin, Boc-VPR-AMC fluorogenic substrate cleavage;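 active = inhibition at or above 40%; inactive = inhibition below 40%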;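 note: 0% = enzyme with no compound and 100% = wells without enzyme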
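Material: Human alpha-thrombin protein | Buffer or medium: pH 7.5 Tris-saline with Tween 20 | Reagent: Boc-VPR-AMC substrate, 15 µM final | Schedule: Reaction at ambient temperature | Detection: AMC fluorescence at 355 nm excitation and 460 nm emission | Evaluation: Percent inhibition scaled between no-compound controls and no-enzyme blanks | Controls: no-compound enzyme wells and no-enzyme blanks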
FXIa inh 1536: factor XIa (human) inhibition; P03951; AID 798; 0.14% of 220,000 active; inhibition, % at 5 µM; purified FXIa, Boc-Glu-Ala-Arg-AMC fluorogenic substrate;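 active = inhibition of at least 40%; inactive = inhibition below 40%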;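 note: fluorescence of freed AMC excited at 355 nm; 0% = enzyme without compound and 100% = no enzyme blank; many of its hits are not listed in these tables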
Cl transport mod: modulators of human KCC2 chloride dependent transport; Q9H2X9; KCC2 cells, thallium flux FluoZin-2 fluorescence; B-score of Tl+ flux slope (higher = more flux/activation; lower = inhibition) at 10 µM; 2.2% of 190,000 active; AID 1456;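 active = thallium flux slope and its plate-corrected score both differing from the plate sample mean at a set confidence after two filtering rounds, in either direction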;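 note: slope of fluorescence scaled to starting intensity during 10 to 20 s after thallium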
Target sequence (Q9H2X9 whole entry, looked up): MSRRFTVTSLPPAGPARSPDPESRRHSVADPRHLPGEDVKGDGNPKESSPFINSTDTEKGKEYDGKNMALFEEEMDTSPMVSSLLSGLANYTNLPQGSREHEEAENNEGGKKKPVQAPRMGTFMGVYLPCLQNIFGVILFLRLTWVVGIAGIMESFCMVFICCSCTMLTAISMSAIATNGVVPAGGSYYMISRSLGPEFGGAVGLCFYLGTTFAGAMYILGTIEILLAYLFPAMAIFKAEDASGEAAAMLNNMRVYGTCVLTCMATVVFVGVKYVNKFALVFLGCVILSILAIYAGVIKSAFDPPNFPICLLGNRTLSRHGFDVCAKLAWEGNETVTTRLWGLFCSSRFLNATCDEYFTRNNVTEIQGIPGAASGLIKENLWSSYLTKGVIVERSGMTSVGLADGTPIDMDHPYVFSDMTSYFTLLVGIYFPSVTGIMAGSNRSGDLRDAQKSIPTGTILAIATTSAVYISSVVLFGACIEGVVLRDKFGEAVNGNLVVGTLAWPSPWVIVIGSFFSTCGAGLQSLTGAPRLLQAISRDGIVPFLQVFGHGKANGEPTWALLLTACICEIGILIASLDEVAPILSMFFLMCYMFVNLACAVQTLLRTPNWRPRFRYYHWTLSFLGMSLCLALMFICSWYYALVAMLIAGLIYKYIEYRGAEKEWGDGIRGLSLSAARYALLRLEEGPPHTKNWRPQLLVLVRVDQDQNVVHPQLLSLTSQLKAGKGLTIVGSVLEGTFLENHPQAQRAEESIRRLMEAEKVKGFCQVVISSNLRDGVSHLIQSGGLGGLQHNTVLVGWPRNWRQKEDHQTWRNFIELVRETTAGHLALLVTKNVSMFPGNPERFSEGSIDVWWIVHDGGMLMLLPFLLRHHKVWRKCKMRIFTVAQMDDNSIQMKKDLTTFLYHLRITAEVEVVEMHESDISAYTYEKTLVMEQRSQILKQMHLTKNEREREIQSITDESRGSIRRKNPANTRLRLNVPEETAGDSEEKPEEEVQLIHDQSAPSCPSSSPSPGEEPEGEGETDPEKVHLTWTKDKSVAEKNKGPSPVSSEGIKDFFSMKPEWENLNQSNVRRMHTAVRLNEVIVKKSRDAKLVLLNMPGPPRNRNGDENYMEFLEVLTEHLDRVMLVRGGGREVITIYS
Starred values were filed as active, the others as inactive; . = no result given; [ ] = dose if it differs, or a comment. No enrichment for hits; overall some 4.4% were active at least once.

SMILES	p97 ATPase inh	FXIIa inh 1536	KLK5 inh	PERK inh	Furin inhibitor	Wee1 stabilizer	thrombin 1536	FXIa inh 1536	Cl transport mod
O=C(NC1=NC2CCCCC2N1)c1ccccc1 (stereo unspecified)	6	10	3	2.4	-10[20 µM]	-1	2	4	.
OC(COc1ccccc1)CN1CCCCCC1 (stereo unspecified)	-2	7	2	-0.2	-12	2	-5	1	-0.066
COc1ccc2cc(/C=N/NC(=O)c3ccc(CN(c4cccc(Cl)c4Cl)S(C)(=O)=O)cc3)c(Cl)nc2c1	8	15	-5	0.2	-14	-1	4	9	-0.51
CN(C)CCCOC(=O)c1ccc(Cl)cc1	3	13	-5	1.5	-16	-3	2	-2	0.85
COc1ccc(-n2c(CN3CCN(c4ccccn4)CC3)nc3ccc([N+](=O)[O-])cc3c2=O)c(OC)c1	2	4	-4	0.3	-17	-3	-17	-5	1.4
Cc1ccc(C2(CCNCc3ccco3)CCOC(C(C)C)C2)cc1 (stereo unspecified)	3	14	4	0.8	-31	0	0	3	0.36
COc1cc(C2C3=C(CC(C)(C)CC3=O)NC3=C2C(=O)c2ccccc23)ccc1O (stereo unspecified)	7	7	8	0.4	-16	-1	4	-6	-0.82
Nc1ccc(C(=O)N2CCCC2)cc1	-3	14	-9	0.2	-15[20 µM]	1	0	4	-0.28
CC(=O)/C(C#N)=C1\NC(=O)C(Cc2ccc(C)c(C)c2)S1 (stereo unspecified)	0	-8	1	0.6	-16[20 µM]	1	-22	2	0.0092
COC(=O)CN1C2=NCCCN2c2ccccc21	4	5	6	1.1	-27	-1	-4	0	.
Cc1ccc(C(=O)NC(Cc2c[nH]c3ccccc23)C(=O)O)cc1 (stereo unspecified)	0	3	-22	-0.1	-7[20 µM]	-2	-7	5	-0.004
COC(=O)c1cccc(NC(=O)CSc2nnc(COc3ccccc3)n2C)c1	1	5	3	0.1	16[20 µM]	0	-2	-4	.
CN(Cc1cnccn1)Cc1nc(Cc2cccc(F)c2)no1	-1	11	.	0.9	-20	1	1	4	.
O=C(Nc1cccnc1)c1coc(=O)c2ccccc12	2	11	-12	0.9	-17	0	-4	-3	0.58
CCN1C2=NCCCN2c2cc(C)c(C)cc21	-2	19	-14	0.1	-24	-2	2	3	0.58
CCC(=O)Nc1cc2c(cc1C(C)=O)OCCO2	5	10	1	0.3	-18[20 µM]	2	-2	2	0.21
CCC(=O)N1CCN(c2ccc(NC(=O)c3ccco3)cc2)CC1	3	14	-20	1.1	-20[20 µM]	-1	-7	6	.
O=C(NC12CC3CC(CC(C3)C1)C2)N1CCC(n2nnc3ccccc32)CC1	5	11	-5	0.0	-21	7	2	0	-0.35
O=C(COC(=O)C1CC(O)CN1S(=O)(=O)c1ccc(Cl)cc1)c1ccccc1Cl (stereo unspecified)	0	8	-20	0.4	-4	-1	0	3	-1.1
C/C(=N\Nc1cccc(Cl)c1)c1ccncc1	5	4	1	1.4	-22	-2	-4	20	0.096
Cc1ccc(S(=O)(=O)N/N=C/c2cccc3nccnc23)cc1	11	0	-3	0.3	-14	4	-8	-1	.
CCOC(=O)N/N=C/c1ccc(C)o1	-5	17	-6	0.9	-19[20 µM]	0	-1	4	1.2
CCOc1ccc(N2C(=O)c3cccnc3C2=O)cc1	-5	-9	3	0.2	-14	1	0	-1	.
O=C(/C(=C/c1ccccc1)c1ccccc1)N1CCCCC1	-2	-1	-16	1.1	-38	1	-1	3	-1.2
CCS(=O)(=O)N1CCN(S(=O)(=O)c2ccc(F)cc2)CC1	1	7	-1	-0.8	-9[20 µM]	-1	-5	8	2.1

3 entries out of the list above, ordered by the number in Cl transport mod, high to low:
structure | p97 ATPase inh | FXIIa inh 1536 | KLK5 inh | PERK inh | Furin inhibitor | Wee1 stabilizer | thrombin 1536 | FXIa inh 1536 | Cl transport mod
C/C(=N\Nc1cccc(Cl)c1)c1ccncc1 | 5 | 4 | 1 | 1.4 | -22 | -2 | -4 | 20 | 0.096
Nc1ccc(C(=O)N2CCCC2)cc1 | -3 | 14 | -9 | 0.2 | -15[20 µM] | 1 | 0 | 4 | -0.28
COc1ccc2cc(/C=N/NC(=O)c3ccc(CN(c4cccc(Cl)c4Cl)S(C)(=O)=O)cc3)c(Cl)nc2c1 | 8 | 15 | -5 | 0.2 | -14 | -1 | 4 | 9 | -0.51

(more compounds)
SMILES	p97 ATPase inh	FXIIa inh 1536	KLK5 inh	PERK inh	Furin inhibitor	Wee1 stabilizer	thrombin 1536	FXIa inh 1536	Cl transport mod
N=c1sccn1CC(=O)Nc1ccc2c(c1)CCC2	-1	32	1	0.5	-21	1	7	19	0.27
CCOCCCNC(=S)Nc1ccc(S(N)(=O)=O)cc1	5	9	-14	0.5	-19	13*	-5	5	0.18
Cc1ccc2nc(-c3ccc(Br)o3)oc(=O)c2c1	-3	35	2	0.7	-17[20 µM]	-2	3	11	-0.27
Cc1c(C)c2ccc(OS(C)(=O)=O)c(C)c2oc1=O	2	11	-9	-1.0	-24	4	2	0	1.5
Cc1ccc(N2CC(C(=O)Nc3nnc(SCC(=O)Nc4nc(C)cs4)s3)CC2=O)cc1 (stereo unspecified)	-2	-3	-27	-0.6	-4	2	-9	-12	1.1
CCOCCCN1CC(C(=O)NCCc2ccc(C)cc2)CC1=O (stereo unspecified)	3	-4	4	0.3	-13	-1	5	-8	0.33
O=C(OCC(=O)N1CCc2ccccc21)c1cccnc1	6	18	-6	1.3	-9	3	2	8	.
Cc1ccc(N2C(=O)N(CC(=O)NC(N)=O)C(=O)C2C)cc1 (stereo unspecified)	2	6	-1	1.2	-29	-2	-3	-3	0.72
O=C(O)C1C2C=CC(O2)C1C(=O)Nc1ccc(S(=O)(=O)N2CCc3ccccc32)cc1 (stereo unspecified)	5	-1	-17	0.8	-9[20 µM]	0	-8	0	-0.38
CCOC(=O)CNC(=O)N1CCCC(C(=O)c2cccc(Cl)c2)C1 (stereo unspecified)	-4	5	-4	-0.5	-16	0	-10	-7	1.2
CCC(O)(CC)C(=O)NN(C(=O)Nc1csc2c1CCCC2)c1ccccc1	-3	-3	-12	-0.7	12	-2	-4	-4	-2.6
CCCC[n+]1ccn(-c2nc3ccccc3nc2[N-]S(=O)(=O)c2ccc(C)cc2)c1	-3	7	4	-0.4	-13[20 µM]	4	-2	-23	1.1
COC(=O)C1=COC(OC2OC(CO)C(O)C(O)C2O)C2C1C=CC2(O)CO (stereo unspecified)	.	8	1	.	-28	.	3	2	0.24
COc1ccc2oc(=O)c(C(=O)N3CCCC3)cc2c1	6	3	-4	0.6	-32	-2	.	2	-0.098
COc1cc(NC(=O)c2ccc([N+](=O)[O-])cc2)c(OC)cc1NC(=O)CC(C)C	4	4	-14	0.1	-17	0	3	-6	0.54
COc1cc(-c2nnc(SCc3cc(=O)oc4cc(O)c(O)cc34)o2)cc(OC)c1OC	8	2	-31	0.3	-15[20 µM]	-1	-7	-10	0.053
N#Cc1c(C(F)(F)F)cc(-c2ccc(Cl)cc2)[nH]c1=O	2	-13	-472	0.4	-9[20 µM]	-1	-16	-12	-2.4
Cc1cc(Cl)ccc1NC(=O)CCCN1C(=O)CCC1=O	2	7	-4	0.3	-15[20 µM]	-2	-2	-4	-0.78
O=C(O)COc1ccc(/C=N/n2cnc3scc(-c4cccs4)c3c2=O)cc1	6	8	-12	0.0	-21	4	0	6	0.034
CC(C)C[C@H](NC(=O)Nc1ccc(Oc2ccccc2)cc1)C(=O)O	1	14	-9	0.2	-15	6	2	2	1.4
CC(C)CN1C(=O)c2ccc(C(=O)Nc3c[nH]c(=O)[nH]c3=O)cc2C1=O	0	8	-13	1.0	-15	4	-2	1	0.059
Brc1cccc(CNCc2cccs2)c1	3	15	-6	1.5	-10	-1	-1	9	-0.89
Cc1cccc(CCNC(=O)CCc2nc(-c3ccccc3F)no2)c1	-6	-5	-6	-1.0	-19[20 µM]	-4	-12	-4	.
CCn1c(=O)c2c(nc3n2CCN3c2ccccc2)n(C)c1=O	-1	2	-2	0.6	-16	5	2	-3	0.34
COc1cccc(NC(=O)C2CCCN2C(=O)Nc2cccc(F)c2)c1 (stereo unspecified)	2	3	-33	-0.6	-13[20 µM]	0	-6	-5	0.38
Next results follow.
SMILES	p97 ATPase inh	FXIIa inh 1536	KLK5 inh	PERK inh	Furin inhibitor	Wee1 stabilizer	thrombin 1536	FXIa inh 1536	Cl transport mod
O=C(N/N=C1\CCCc2ccccc21)c1ccccc1Cl	-4	7	-3	0.5	-23	-2	-4	-4	-0.33
CSc1nsc(/C=C/Nc2ccc(C)c(C)c2)c1C#N	7	8	1	0.5	-29	3	-2	-2	-0.29
Cc1ccc(N(CC(=O)NC2CCCC2)C(=O)c2ccc(C)s2)cc1	-7	7	-2	-0.4	-15	-2	0	-2	-0.18
COc1ccccc1OCCOCCn1cnc2ccccc2c1=O	3	8	1	-0.4	-8[20 µM]	3	-2	3	.
O=[N+]([O-])c1cnc(N2CCCCC2)c([N+](=O)[O-])c1	2	10	-10	1.8	-9	2	0	7	0.98
COc1ccc(CC(CC(=O)O)C(=O)Nc2ccc(OC)cc2)cc1 (stereo unspecified)	0	8	-12	0.8	-16	-2	0	7	0.14
COCCNC(=O)c1ccccc1NC(=O)c1ccccc1N(C)S(=O)(=O)c1ccccc1	-5	13	12	-0.8	-8[20 µM]	-2	9	9	-0.08
Cc1[nH]nc2nc(SCC(=O)NCC3CCCO3)n(-c3ccc(Br)cc3)c(=N)c12 (stereo unspecified)	5	-5	2	-1.3	-11	-2	-2	-11	-0.18
CN(C(=O)CSc1ncccc1C(=O)O)c1ccccc1	4	4	0	0.4	-18	-1	1	0	1.4
Cc1c(NC(=O)c2cccs2)cccc1-c1nc2ccccc2s1	9	4	-5	-0.4	-7	2	-5	-1	-1.4
Cc1ccc(S(=O)(=O)N2CCOC2CNC(=O)C(=O)NCc2ccncc2)cc1 (stereo unspecified)	0	10	0	0.4	-20	-1	-1	1	1.2
Cc1ccc(N(C(=O)CNC(=O)c2ccco2)C(C(=O)NC2CCCC2)c2cccnc2)cc1C (stereo unspecified)	-1	18	3	-0.1	-30	0	5	6	-0.37
O=C(NCCOc1ccccc1)c1ccccc1NC(=O)C1CCCO1 (stereo unspecified)	1	11	.	1.4	-23	9.9*	-2	3	0.61
CC(=O)c1cccc(CN2CCC(CO)(CCCc3ccccc3)CC2)c1	-1	12	.	0.1	-14	2	2	2	-0.67
CC(=O)N1CCc2cc(S(=O)(=O)NC(C(=O)Nc3nc(C)cs3)C(C)C)ccc21 (stereo unspecified)	-3	10	18	-0.3	-17	4	-3	10	0.56
O=C1CC(c2ccccc2)CC(=O)C1CS(=O)(=O)c1ccccc1 (stereo unspecified)	3	5	-4	0.8	-22	0	-6	-2	-1.6
COc1ccccc1CNC(=O)CS(=O)Cc1nc(-c2ccccc2C)oc1C (stereo unspecified)	0	26	-24	1.2	-22	-2	-5	15	-3.4
CCCCCCCCCCCCCCCC[n+]1cccc(C(=O)N(CC)CC)c1	4	10	-4	0.1	1	1	-2	3	1.4
COc1ccc(CNC(=O)C2CCN(c3nccs3)CC2)cc1	-3	2	-2	0.1	-13	0	-6	-7	.
CC(C)(C)NC(=O)NC(=O)COC(=O)CNC(=O)c1cccc(F)c1	0	4	-5	0.7	-18	2	-3	-9	.
COc1cc(/C=C(\C#N)C(=O)Nc2cccc3ncccc23)ccc1O	1	-2	-17	0.2	-29	1	2	-4	-1.6
CCOC(=O)C(=O)Nc1ncc(Cl)s1	6	14	1	1.5	-16	2	-5	4	-1.4

Limited to KLK5 inh, Furin inhibitor and Cl transport mod (two entries from above):
mol	KLK5 inh	Furin inhibitor	Cl transport mod
COc1ccccc1CNC(=O)CS(=O)Cc1nc(-c2ccccc2C)oc1C (stereo unspecified)	-24	-22	-3.4
CCCCCCCCCCCCCCCC[n+]1cccc(C(=O)N(CC)CC)c1	-4	1	1.4
